Source: PubChem BioAssay
Shiga inhibitor: Shiga toxin inhibition; inhibition, % at 38.7 µM; hit rate 9.2% among 290,000; Vero cells, Shiga toxin protein synthesis inhibition reporter; in the data active = inhibition mostly above about 28%, no sharp cut-off; inactive = mostly below about 43%; note: 0% is about no effect
HCMV antiviral: inhibitors of human cytomegalovirus. HFF cells, HCMV-luciferase reporter, 72 h; stronger effect = lower value. activity change, negative = inhibition, % at 57.5 µM. hit rate 4.5% among 410,000. AID 1259415; in the data active = activity change below about -60%; inconclusive = no clear call, values can overlap the other calls; inactive = above about -39%; note: % is set by controls: 0 for no effect and ±100 for the full control effect
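HFF cells seeded 16 h at 37C, treated with compounds, infected with luciferase-reporter HCMV at MOI 1 PFU/cell; luciferase read at 72 h post infection, normalized to buffer-only and Salinomycin controls.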
AMA1-RON2 inh: disrupts binding of P. falciparum AMA1 to RON2; AlphaScreen AMA1-biotinylated RON2 peptide binding; Potency, µM (top dose mostly 58.2 µM), inactives show at the top dose activity change, negative = inhibition, hits mostly inhibitors; hit rate 0.2% among 360,000;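 note: potency is the fitted concentration of half-maximal effect; 0% = vehicle wells and -100% = peptide control; nearly all actives have a fitted effect of over 45% in size; some results filed as inactive show a strong effect at the top dose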
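AMA1 (3D7) with his tag at 25 nM final met compounds first, then biotinylated RON2 peptide at 25 nM; detection used donor plus acceptor beads, 10 µg/mL apiece, read by AlphaScreen after 30 min at room temperature.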
AmpC inh no detg: AmpC beta-lactamase inhibition without detergent; hit rate 0.52% among 330,000; AID 485341; P00811; Potency, µM (titrated, usually from 57.1 µM), for the others: at the highest dose activity change, negative = inhibition, usual class: inhibitors; AmpC nitrocefin hydrolysis, absorbance 480 nm, 0.0001% Triton;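 note: potency is the fitted concentration of half-maximal effect; plate controls were no compound for no effect and no enzyme for full effect; nearly all actives have a fitted effect of over 20% in size; some results filed as inactive show a strong effect at the top dose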
Target sequence (P00811 whole entry, looked up): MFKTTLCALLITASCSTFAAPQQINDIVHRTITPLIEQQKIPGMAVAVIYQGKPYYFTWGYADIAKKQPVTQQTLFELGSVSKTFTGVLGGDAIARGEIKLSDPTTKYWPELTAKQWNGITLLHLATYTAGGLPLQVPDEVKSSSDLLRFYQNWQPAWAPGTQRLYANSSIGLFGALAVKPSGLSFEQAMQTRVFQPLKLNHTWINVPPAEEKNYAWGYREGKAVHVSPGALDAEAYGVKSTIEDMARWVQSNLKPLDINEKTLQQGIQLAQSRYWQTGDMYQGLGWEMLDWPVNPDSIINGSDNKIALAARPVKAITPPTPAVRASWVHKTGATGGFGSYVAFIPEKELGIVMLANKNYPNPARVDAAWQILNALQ
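20 mM phosphate pH 7.0 + 0.01% (detergent screen) or 0.0001% Triton X-100; 5.3 nM AmpC reagent; cpd preinc 15 min RT; nitrocefin (800 uM stock) to start; A480 q20 s × 4 min; Activity was normalised to no-enzyme and no-compound control wells.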
Giardia FBPA inh: Giardia lamblia aldolase inhibition; AID 2451; A8B2U2; Potency, µM (doses to about 59.6 µM), for the others: at the highest dose activity, negative = inhibition, hits mostly inhibitors; purified Giardia FBPA; hit rate 0.71% among 290,000; note: potency is the fitted concentration of half-maximal effect; % is set by controls: 0 for no effect and ±100 for the full control effect; nearly all actives have a fitted effect of over 55% in size
Target sequence (A8B2U2 whole entry, looked up): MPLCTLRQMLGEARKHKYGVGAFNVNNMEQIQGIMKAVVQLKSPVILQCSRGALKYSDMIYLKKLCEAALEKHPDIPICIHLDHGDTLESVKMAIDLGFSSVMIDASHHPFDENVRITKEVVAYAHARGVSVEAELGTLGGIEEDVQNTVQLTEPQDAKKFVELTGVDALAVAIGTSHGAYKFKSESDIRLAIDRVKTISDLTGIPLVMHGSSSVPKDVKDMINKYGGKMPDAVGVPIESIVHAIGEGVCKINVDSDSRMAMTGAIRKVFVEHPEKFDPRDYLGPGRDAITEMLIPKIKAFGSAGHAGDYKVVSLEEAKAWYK
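40 nM FBPA preincubated 10 min at RT with compound (up to 57.5 uM final), then substrate plus GAPDH/TPI/NAD/arsenate coupling and diaphorase/resazurin added. Fluorescence read after 20 min at RT, 525/598 nm.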
CHX counter: counter-screen for Shiga toxin inhibitors: cycloheximide protein synthesis inhibition. cell reporter, cycloheximide protein synthesis inhibition counterscreen. hit rate 12% among 300,000. max response, %; in the data active = max response mostly above about 13%, no sharp cut-off; inactive = mostly below about 14%; note: read at 38.3 µM for the half of the compounds with a filed dose; 0% is about no effect
AmpC detergent: blocks E. coli AmpC beta-lactamase in detergent assay | AmpC hydrolysis of nitrocefin, absorbance 480 nm, 0.01% Triton | Potency, µM (series often up to 114 µM), without a hit: at the highest dose activity change, negative = inhibition, most hits filed as inhibitors | hit rate 0.041% among 370,000;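 note: potency is the fitted concentration of half-maximal effect; 0% = no-compound wells and -100% = no-enzyme wells; nearly all actives have a fitted effect of over 25% in size; some results filed as inactive show a strong effect at the top dose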
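20 mM phosphate pH 7.0 + 0.01% (detergent screen) or 0.0001% Triton X-100; 5.3 nM AmpC reagent; cpd preinc 15 min RT; nitrocefin (800 uM stock) to start; A480 q20 s × 4 min; Activity was normalised to no-enzyme and no-compound control wells.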
* hit, by the source's call; ? = inconclusive; / = no result given; [ ] = remark or other dose. Unless noted, calls come from the whole dose curve; as a rule, active = well fitted curve in the direction sought with a large enough effect; inconclusive = small, poorly fitted or top-dose-only effect, or another doubt; inactive = no such curve, though single readings can be large; an effect the other way counts as inactive or inconclusive. Outcome played no part in choosing rows. About 16% of those tested had a hit in this group.

| SMILES | AMA1-RON2 inh | AmpC detergent | Giardia FBPA inh | Shiga inhibitor | HCMV antiviral | CHX counter | AmpC inh no detg |
| --- | --- | --- | --- | --- | --- | --- | --- |
| O=C(Nc1ccc(S(=O)(=O)Nc2nccs2)cc1)c1cccc(S(=O)(=O)N2CCOCC2)c1 | -13% | -7% | 5% | -4 | -35 | -1 | -33% |
| CCOC(=O)Cn1c(CN2CCOCC2)nc2c1c(=O)n(C)c(=O)n2C | 4% | ? | 6% | -8 | 31 | 5 | -8% |
| CC12CN(C(=O)c3ccc(Cl)cc3)C3(C#N)CC1CCC23C (stereo unspecified) | -6% | 3% | 6% | -9 | 17 | 5 | -2% |
| Cc1onc(-c2c(F)cccc2Cl)c1-c1nnc(-c2cccc3ccccc23)o1 | -17% | 1% | 0% | -1 | -19 | -2 | -13% |
| CCOC(=O)C1CCN(C(=O)CSc2ccc(Cl)cc2)CC1 | -10% | -12% | 0% | 29 | 24 | 8 | 24% |
| S=C(NCCc1ccc(Cl)cc1)NC1CCCC1 | -1% | 1% | -3% | 71* | -69* | 44* | -37% |
| CC(=O)N1CCc2cc3nc(C)cc(C)c3cc21 | -9% | -4% | -19% | -2 | -4 | 15 | -8% |
| Cc1ccc2c(c1)Cc1c(C(=O)NC3CCCCC3)nn(-c3ccc(Cl)cc3Cl)c1-2 | / | / | ? | 2 | / | -6 | / |
| Cc1ncccc1C(=O)N1CCCC(CCC(=O)N2CCN(c3ccccn3)CC2)C1 (stereo unspecified) | -3% | -2% | 2% | -3 | 13 | -1 | 7% |
| O=C(CN1C(=O)CSc2ccc(S(=O)(=O)N3CCOCC3)cc21)N1CCCCC1 | -7% | -3% | 1% | -6 | -14 | -3 | 7% |
| CC1=NN(C(=S)Nc2ccccc2)C(C)(C)C1 | 9% | 14% | -22% | 31 | -21 | 23 | -31% |
| CC(OC(=O)C1CCN(S(=O)(=O)c2ccc(C(C)(C)C)cc2)CC1)C(=O)N1CCOCC1 (stereo unspecified) | -7% | ? | / | / | 1 | / | 218%[activator] |
| O=C(NC1CCC(O)CC1)c1cc(Cl)c2c(c1)OCCO2 (stereo unspecified) | -4% | / | / | / | 1 | / | -37% |
| CC(C(=O)NCc1ccc(Cl)cc1)n1cccc1C(=O)c1ccccc1 (stereo unspecified) | 7% | -8% | -2% | 9 | -34 | -8 | -3% |
| Cc1cc(C)cc(NC(=S)N2CCN(c3ncc(C(F)(F)F)cc3Cl)CC2)c1 | 1% | -8% | 7% | 5 | -17 | -1 | -20% |
| O=C(COC(=O)CNS(=O)(=O)c1ccccc1)Nc1ccc(Cl)cn1 | 4% | 0% | 5% | 3 | -19 | -3 | -19% |
| O=C1CC(c2ccc(S(=O)(=O)NCc3ccccc3)cc2)CN1 (stereo unspecified) | -1% | ? | 5% | -13 | 15 | -3 | -11% |
| CCCCn1nnnc1NCc1cccs1 | 8% | -1% | 4% | -1 | 5 | -2 | -9% |
| Cc1ccc(NC(=O)C2CC(=O)N(Cc3ccccc3)C2)nc1 (stereo unspecified) | 51%[activator] | ? | / | / | 34 | / | -4% |
| CCOC(=O)C1CCCCN1Cc1ccc(F)cc1 (stereo unspecified) | -5% | -6% | -30% | -19 | -17 | -2 | 2% |
| Cc1ccc(/C=N/Nc2nc(C(C)(C)C)cs2)o1 | 43%[activator] | -5% | ? | 93* | 0 | 46* | -53% |
| O=C(CCSCCc1ccccn1)Nc1cccc([N+](=O)[O-])c1 | -2% | 2% | -15% | 38 | -10 | 25 | -16% |
| O=C(Nc1cccc(C(=O)NC2CC2)c1)c1ccc(F)c(S(=O)(=O)N2CCOCC2)c1 | 16% | 1% | / | / | -23 | / | -27% |
| CCCn1c(=N)c(S(=O)(=O)c2ccccc2)cc2c(=O)n3cccc(C)c3nc21 | -4% | -11% | 1% | -8 | -21 | 1 | -22% |
| CN(C)CCNc1ncnc2ccccc12 | 36%[activator] | 5% | -19% | -12 | 45 | 0 | -22% |
| CC(C)(CO)NCc1ccccc1OCC(=O)Nc1ccccc1 | -6% | 4% | 4% | 64 | 10 | 24* | -21% |
| CCc1ccc(NC(=S)NCc2cccnc2)cc1 | -6% | 6% | 1% | 5 | 25 | 10 | -11% |
| CCn1ccnc1CNC(=O)c1ccc2oc(CCCc3ccccc3)nc2c1 | 11% | -4% | / | 32* | ? | 19* | 102%[activator] |
| CCN(CC)CCN1C(=O)C(=O)/C(=C(/O)c2ccccc2)C1c1ccccc1F (stereo unspecified) | 4% | ? | -1% | 19 | 16 | -2 | -2% |
| Cc1ccc(S(=O)(=O)N2CCOCC2)cc1NC(=O)COC(=O)c1cc(=O)c2ccccc2o1 | 3% | ? | 1% | -4 | -17 | -2 | -11% |
| Cc1c(C(=O)N2CCC(Cc3ccccc3)CC2)sc2ncnc(N3CCC(C)CC3)c12 | -4% | 1% | -4% | -12 | -18 | -3 | -25% |
| CCN(CC)CCN1C(=O)c2ccccc2NC1c1cc(OC)c(OC)c(OC)c1 (stereo unspecified) | -7% | ? | 0% | -4 | 18 | -1 | -8% |
| C=CCNc1nc(C(=O)OCC(=O)c2ccc(F)cc2)cs1 | -7% | ? | / | / | -23 | / | ? |
| CCOC(=O)C1=CN(Cc2ccco2)S(=O)(=O)N(C)C1c1ccccc1 (stereo unspecified) | -8% | / | / | / | -33 | / | -22% |
| CC(C)c1ccc(NC(=O)C2CCCCC2C(=O)O)cc1 (stereo unspecified) | -1% | ? | 17% | 11 | 39 | 7 | -33% |
| O=C(OCC(=O)N1CCN(C(=O)c2ccco2)CC1)c1ccccc1NCCO | 1% | -8% | / | / | -6 | / | 1% |
| CCOC(=O)C1CCCN(S(=O)(=O)c2cc3c(cc2Cl)NC(=O)CO3)C1 (stereo unspecified) | -4% | -5% | 1% | -3 | -11 | -2 | -19% |
| O=C(NCCS(=O)(=O)N1CCN(c2ccccc2)CC1)c1cccc(F)c1 | -1% | -13% | / | / | -29 | / | ? |
| Nc1nnc(SCC(=O)NNC(=O)c2ccc(F)cc2)s1 | 104%[activator] | 5% | / | / | -25 | / | -8% |
| CC(C)N(C(=O)CSc1nnc(NC(=O)Cc2cccs2)s1)C(C)C | 1% | -10% | 12% | 34 | -12 | 4 | -29% |
| CCOC(=O)c1c(NC(=O)CSc2ncn[nH]2)sc(C(=O)N(C)C)c1C | 16% | 3% | / | / | -17 | / | -3% |
| Cc1cc(C)nc(NC(=O)Cc2ccc(Br)cc2)n1 | 8% | -5% | -5% | 11 | -27 | 5 | -3% |
| CC(=O)Nc1nc(C)nc(C)c1C(C)=O | 5% | -3% | 0% | -11 | 6 | -1 | -2% |
| COc1cc(NC(=O)c2cccnc2Sc2ccc(Cl)cc2)cc(OC)c1OC | -8% | -9% | 0% | 16 | -39 | -3 | -21% |
| O=c1[nH]c(CN2CCOCC2)nc2ccccc12 | 12% | ? | 3% | -5 | -8 | -1 | -6% |
| COc1ccc(C(=O)COc2ccc(F)cc2)c(O)c1C | 0% | -2% | -1% | 21 | / | 15 | -12% |
| Cc1nn(-c2ccccc2)c(N)c1N=Nc1cccnc1 | 19% | ? | -1% | 61* | 137 | 41* | -15% |
| CC(=O)c1sc(NC(=O)c2oc3ccc(F)cc3c2C)nc1C | -3% | ? | / | / | -9 | / | -4% |
| O=C(COC(=O)CCc1nc2ccccc2c(=O)[nH]1)Nc1ccc2c(c1)OCO2 | 16% | 7% | -4% | -8 | -26 | -1 | -30% |
| Nc1ncc2c(n1)-c1ccccc1CC2 | -2% | 6% | 0% | 33 | ? | 13 | -14% |
| CNC(=O)c1ccc(Nc2nnc(-c3ccc(C)c(S(N)(=O)=O)c3)c3ccccc23)cc1 | -8% | ? | -1% | -6 | -38 | -1 | -15% |
| NS(=O)(=O)c1ccc(NC(=O)c2ccc(F)cc2F)c(NC(=O)c2ccc(F)cc2F)c1 | -6% | 5% | / | 11 | -24 | -7 | -15% |
| O=C(CNC(=O)c1ccccc1Cl)Nc1ccc(F)cc1 | -10% | 0% | -1% | 11 | -10 | 19* | -10% |
| COCCOn1c(SCCOC)nc2ccccc2c1=O | -22% | -2% | 5% | -5 | -9 | -2 | 16% |
| Cc1ccc(N(CC(=O)NCC2CCCO2)S(=O)(=O)c2ccccc2)c(C)c1 (stereo unspecified) | 22% | -9% | 3% | 12 | ? | -2 | 26% |
| O=C(Cn1cnc2scc(-c3ccccc3)c2c1=O)NCc1ccco1 | -2% | -7% | -1% | -6 | ? | 7 | -31% |
| CCCCCN(C(=O)NC(=O)Nn1cnnc1)S(C)(=O)=O | 29% | -14% | -10% | 12 | 66 | -1 | -15% |
| O=C(CSc1nnc(-c2ccncc2)o1)Nc1ccc(F)c(F)c1 | 1% | ? | / | / | 0 | / | -14% |
| N#Cc1c(=O)c2nc(NCc3ccccc3)ncc2n2ccccc12 | 13% | -1% | -12% | -28 | -4 | -4 | -10% |
| COc1ccc(C)cc1NC(=O)C1CC(=O)N(CCc2ccccc2)C1 (stereo unspecified) | 0% | 4% | 2% | -10 | -37 | 10 | 88%[activator] |

New compounds follow
| SMILES | AMA1-RON2 inh | AmpC detergent | Giardia FBPA inh | Shiga inhibitor | HCMV antiviral | CHX counter | AmpC inh no detg |
| --- | --- | --- | --- | --- | --- | --- | --- |
| Cc1ccc2nc(C(=O)N3CCCC(Nc4ccc(F)cc4)C3)cn2c1 (stereo unspecified) | -15% | -6% | / | 81* | / | 28* | 2% |
| COC(=O)c1ccc(N)cc1O | 3% | 0% | 8% | 3 | -17 | 1 | -10% |
| Cc1ccccc1-c1ccc(=O)n(CC(=O)Nc2ccc(N3CCOCC3)cc2)n1 | -20% | -23% | -14% | 5 | 1 | 1 | 87% |
| NC(=O)NCCCC(NC(=O)c1ccc(C#CC2(O)CCCCC2)cc1)C(=O)O (stereo unspecified) | -4% | 3% | 5% | -5 | 4 | 0 | -15% |
| NC(=O)c1ccsc1NC(=O)COC(=O)/C=C/c1ccccc1[N+](=O)[O-] | -8% | / | / | / | -8 | / | -45% |
| CN(C)C(=O)CN(C)S(=O)(=O)c1ccc(Cl)cc1 | 24% | 1% | -1% | 9 | -3 | -3 | -12% |
| C/C(=N\NC(=O)Cc1ccc(Cl)cc1)c1cccnc1 | 15% | ? | -1% | -4 | -31 | 1 | -24% |
| CCN(C(=O)C1CCCN(c2ncnc3onc(-c4ccc(F)cc4)c23)C1)c1ccccc1 (stereo unspecified) | / | -6% | / | -15 | -35 | -4 | / |
| CCOc1ccc(C(C(=O)NC2CCCCC2)N(C(=O)Cc2cccs2)c2ccc(-n3cnnn3)c(OC)c2)cc1 (stereo unspecified) | -8%[11.6 µM] | -15% | 0% | -13 | -35 | -4 | -32% |
| CCn1c(C)c(C(C)=O)c(N2CCCCC2)nc1=S | -6% | ? | -19% | -7 | -28 | 2 | 18% |
